Mot1-301 SUMO: inhibitors of SUMOylation pathway: yeast Mot1-301 growth rescue | growth rescue, % at 18.8 µM | 1% of 320,000 active | S. cerevisiae Mot1-301 growth rescue, ATP luminescence, 38.5C; percent above DMSO median, 100 means doubled;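 active means every valid replicate shows activation above 250% relative to neutral control wells; inactive means the rest, any valid replicate at or below 250%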;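 further: OY570 slx delta 5 strain wells were the positive control but not used for scaling; some compounds called inactive have numbers as strong as hits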
Tat transport: E. coli Tat transport inhibition | E. coli MC4100 TorA-mCherry Tat export, fluorescence | AID 488895 | 0.036% of 340,000 active | inhibition, % at 10 µM;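 active means mean replicate inhibition at least 50% and at least half of replicates individually reaching 50%; inconclusive means only one of the two criteria met; inactive means neither criterion met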;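 further: exported cargo escapes ClpAP degradation while cytoplasmic cargo is degraded and loses fluorescence; 0% = median of neutral control wells and 100% = median of NaSCN control wells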
PKA-R1A act: activators of PKA-R1A complex; P00514+P68181; PKA-R1A dissociation, Cy5-IP20 fluorescence polarization; scaled: DMSO 0%, 113 µM cGMP 100%; activation, % at 11.4 µM; 0.083% of 340,000 active; AID 504707;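 active means percent activation above the mean of all tested compounds plus 3 SD, cut at about 19% in these data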;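 further: higher means more PKAc released from R1A so a rise in polarization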
Ecoli viability: bacterial growth inhibition, counter-screen for AddAB inhibitors | inhibition, % at 11.9 µM | E. coli V3065 growth, OD600 absorbance, 18 h | 0.27% of 330,000 active | AID 449728;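 active means inhibition above the campaign's mean inhibition across all tested compounds plus 3 SD, cut at about 9.9% in these data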;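 further: uninfected addAB+ strain grown without phage in ampicillin broth; 0% = DMSO wells and 100% = ciprofloxacin 0.95 µg/ml wells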
AddAB inh: less growth of phage-infected E. coli with AddAB; 0.29% of 330,000 active; inhibition, % at 11.9 µM; E. coli expressing H. pylori AddAB, absorbance growth; in the data active means inhibition above about 12%;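 further: 0% = vehicle wells of infected cells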
HTR5A inv ctr: inverse agonist of human HTR5A in OPRM1-OPRD1 counter-screen; P47898; HTR5A cell line, luminescence, inverse agonism; inhibition, % at 9.3 µM; 0.083% of 340,000 active; AID 504634; in the data active means inhibition mostly above about 23%, no sharp cut-off; inactive means mostly below about 18%;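 further: 0% = cells with DMSO and 100% = no-cell wells with DMSO; some compounds called inactive have numbers as strong as hits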
phage Ecoli inh: E. coli growth loss with phage present | 0.26% of 360,000 active | growth absorbance | inhibition, % at 11.9 µM; in the data active means inhibition above about 11%
PKA-R2B activ: activators of human PKA-R2B complex. P22694+P31323. PKA-R2B holoenzyme dissociation, Cy5-IP20 fluorescence polarization; R2B truncated from residue 108, S112A mutant; 0% DMSO only, 100% 113 µM cGMP. activation, % at 11.4 µM. 0.079% of 340,000 active;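 active means activation above a cutoff set at the mean over all compounds plus 3 SD, cut at about 18% in these data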;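 further: higher means more holoenzyme dissociation and a rise in polarization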
Target sequence (P31323 whole entry, looked up, other chains not shown, the tested form may be a part): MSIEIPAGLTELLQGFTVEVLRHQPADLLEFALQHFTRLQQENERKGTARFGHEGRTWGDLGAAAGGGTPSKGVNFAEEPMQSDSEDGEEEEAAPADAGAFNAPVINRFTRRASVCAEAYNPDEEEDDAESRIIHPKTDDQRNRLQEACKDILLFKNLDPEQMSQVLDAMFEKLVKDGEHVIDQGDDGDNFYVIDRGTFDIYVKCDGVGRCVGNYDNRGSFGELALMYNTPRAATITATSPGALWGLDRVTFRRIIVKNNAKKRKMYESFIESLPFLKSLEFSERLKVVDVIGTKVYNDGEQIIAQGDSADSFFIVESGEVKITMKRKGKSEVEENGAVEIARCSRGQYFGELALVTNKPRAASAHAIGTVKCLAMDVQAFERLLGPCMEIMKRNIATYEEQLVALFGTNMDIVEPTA
DAGLB inhibitor: diacylglycerol lipase beta (human) inhibition; Q8NCG7; HEK293T DAGLB membrane lysate, EnzChek fluorogenic substrate; inhibition, % at 5.17 µM; 0.059% of 340,000 active; AID 504411; in the data active means inhibition above about 34%;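 further: 0% = enzyme with vehicle and 100% = wells lacking enzyme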
Target sequence (Q8NCG7 whole entry, looked up): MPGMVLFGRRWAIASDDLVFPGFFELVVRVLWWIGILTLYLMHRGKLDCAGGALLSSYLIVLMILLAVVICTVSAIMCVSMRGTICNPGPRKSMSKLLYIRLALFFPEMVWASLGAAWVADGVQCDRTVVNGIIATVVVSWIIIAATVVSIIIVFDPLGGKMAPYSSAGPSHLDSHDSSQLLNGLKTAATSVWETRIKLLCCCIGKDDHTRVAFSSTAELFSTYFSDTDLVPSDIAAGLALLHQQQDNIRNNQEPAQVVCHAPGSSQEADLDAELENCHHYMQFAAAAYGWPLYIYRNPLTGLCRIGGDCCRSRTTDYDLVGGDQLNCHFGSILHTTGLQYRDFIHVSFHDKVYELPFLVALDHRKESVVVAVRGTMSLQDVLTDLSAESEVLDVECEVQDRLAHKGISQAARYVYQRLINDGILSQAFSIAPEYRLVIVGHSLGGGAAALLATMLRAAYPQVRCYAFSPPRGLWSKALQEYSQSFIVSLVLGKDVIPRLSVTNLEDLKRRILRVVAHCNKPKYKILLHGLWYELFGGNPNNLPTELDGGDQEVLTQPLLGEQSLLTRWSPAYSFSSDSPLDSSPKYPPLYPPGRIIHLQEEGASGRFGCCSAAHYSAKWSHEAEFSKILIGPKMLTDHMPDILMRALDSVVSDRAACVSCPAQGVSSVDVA
HTR5A ag: counter-screen for OPRM1-OPRD1 agonists: human HTR5A agonism | AID 504692 | 0.61% of 340,000 active | HTR5A agonist assay, luminescence, cell-based | activation, % at 9.3 µM | P47898; in the data active means activation mostly above about 9.5%, no sharp cut-off; inactive means mostly below about 7.6%;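 further: 0% = cells with vehicle only and 100% = reference agonist; strong numbers were not always called active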
CDK5 inh: blocks human CDK5/p35 kinase activity. Recombinant CDK5/p35, ADP-Glo luminescence, 60 min. 0.01% of 330,000 active. inhibition, % at 10 µM. Q00535+Q15078;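 active means highest replicate inhibition of at least 50% and at least 75% of replicates reaching 50%; inconclusive means only one of the two criteria met; inactive means both criteria failed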;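 further: plate controls were DMSO neutral control for no effect and GW8510 at 10 µM for full effect; many of its hits are not listed in these tables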
* = called active by the depositor; ? = inconclusive; · = no result given; & = joins results of further samples; ! = not confirmed by another sample.

The line under a structure holds: PKA-R2B activ	Ecoli viability	Mot1-301 SUMO	phage Ecoli inh	HTR5A inv ctr	HTR5A ag	Tat transport	DAGLB inhibitor	CDK5 inh	AddAB inh	PKA-R1A act
COc1ccc(CC(=O)Nc2nc(-c3cc(OC)ccc3OC)cs2)cc1
→ 5	-0.5	13	3.3	-8	3	1	-10	1.1	0.8	-1
Cc1ncc([N+](=O)[O-])n1Cc1cccc(F)c1
→ -2	1.9	352	2.8	6	-2	2	0	-1.2	3.3	-6
COc1ccc(S(=O)(=O)Nc2cccc(-c3ccc(N4CCCCCC4)nn3)c2)cc1OC
→ -7	1.7	5	1.8	-3	1	5	1	0.1	0.6	-8
O=C(COC(=O)c1cncc(Br)c1)NCc1ccc(Cl)cc1
→ -6	2.6	12	1.2	13	4	3	-3	-2.6	1.8	-6
C[C@@H](C(=O)Nc1ccc2ccccc2c1)[C@H]1C[C@]1(C)[C@H](NC(=O)OCc1ccccc1)c1ccccc1
→ -2	0.1	-3	2.2	-7	2	-8	-6	1.1	-0.6	-8
CCOC(=O)N1CCC(NC(=O)c2ccc3c(c2)N(Cc2ccccc2)CCS3)CC1
→ -7	-0.5	104	2.3	0	0	2	5	1.5	2.9	12
O=C(CCS(=O)(=O)Cc1ccccc1)N1CCc2ccccc2C1
→ -4	-0.6	-14	1.3	-1	3	-2	2	1.9	2.0	6
CCN(CC(=O)Nc1ccccc1C(F)(F)F)C(=O)c1cccc(S(=O)(=O)N2CCN(C)CC2)c1
→ 2	2.4	-13	1.3	7	-3	13	1	1.2	1.4	-2
CC(=O)Nc1cc(S(=O)(=O)C(F)(F)F)ccc1Cl
→ -1	0.4	-12	1.7	-14	-1	-1	-1	-0.3	0.0	-13
C=CCN1CCS(=O)(=O)N(Cc2ccccc2)[C@@H](C(C)C)C1=O
→ 2	3.6	·	1.2	-2	1	-9	0	-0.5	-0.6	-5
O=C1CNC(=S)N1CCOc1ccccc1
→ 4	-0.9	-10	-1.5	-29	-4	6	0	0.9	0.6	6
C/C=C1\NC(=O)[C@H](CC(N)=O)N(C)C(=O)C([C@@H](C)O)NC(=O)C(CCCc2ccc(OC)cc2)NC(=O)[C@H](C(C)C)NC(=O)/C(=C\C)NC(=O)[C@H](O)[C@@H](C[C@@H](O)CCCCCCC)NC(=O)[C@H](C)NC(=O)CN(C)C(=O)[C@H](CCC(N)=O)NC1=O (stereo partly specified)
→ 4	·	·	1.0	9	-2	12	-1	0.3	·	-1
CCc1nc(SCC(=O)Nc2nnc(CC)s2)c2c(=O)n(C)c(=O)n(C)c2n1
→ -2	1.9	-5	0.2	-4	2	-1	3	-1.1	3.7	1
CCn1cc(C(=O)NCCC(C)C)c(=O)c2cc(S(=O)(=O)N3CCCCC3)ccc21
→ -2	-0.4	1	·	3	-1	-6	0	-0.4	0.4	-4
COc1cc(C(=O)NCc2nnc(SCC(=O)Nc3c(C)cc(C)cc3C)o2)cc(OC)c1OC
→ -3	-0.2	-3	3.9	18	2	-3	3	1.5	5.2	-2
Cc1noc(C)c1S(=O)(=O)NCc1ccc2c(c1)OCO2
→ -5	0.8	-1	1.4	-30	-2	0	0	0.6	-0.5	1
Cc1ccc(S(=O)(=O)N2CCC(C(=O)Nc3ccncc3)CC2)cc1
→ 15	-0.2	10	0.6	11	-4	-1	4	0.2	-1.0	-7
CC(C)(C)C(=O)NC(=S)N1CCc2ccccc21
→ -8	0.6	-8	0.6	-7	0	5	0	0.4	-3.4	-9
CN(Cc1ccccc1)c1ncnc2sccc12
→ 3	-0.3	-4	3.7	8	8	?	-3	1.0	-0.6	1
COc1ccccc1NS(=O)(=O)c1cccc(NC(=O)NCCCl)c1
→ 2	1.4	9	0.9	-21	3	5	2	0.3	4.0	-6
O=C1c2ccccc2C(=O)C1(CO)c1ccc(OC(F)F)cc1
→ 1	1.6	-6	4.6	3	-1	4	4	0.7	4.6	-6
O=C(NCC(=O)N1CCN(c2ccccc2O)CC1)c1cccs1
→ -7	0.9	60	3.7	-6	-9	15	2	1.2	-0.5	-6
Cn1cc(Br)c(C(=O)N2CCc3ccccc32)n1
→ -9	4.0	0	3.2	11	3	11	3	0.4	2.9	-6
COc1ccccc1C(CNC(=O)C(C)Oc1ccc(Br)cc1)N1CCCC1 (stereo unspecified)
→ 1	-2.6	16	2.9	12	3	1	1	-1.6	-2.4	-2
COC(=O)C1=C(NC(=O)c2ccc(C)c(C)c2)CCS1
→ 0	-0.4	2	-1.0	2	0	-1	-4	0.1	-0.3	-12
O=C(Cc1cccs1)N1CCCC(c2nc(-c3ccc(S(=O)(=O)N4CCCC4)cc3)no2)C1 (stereo unspecified)
→ -8	0.0	-9	2.2	-15	-3	3	-2	-0.4	0.6	-5
CCC(=O)N1CCc2cc(S(=O)(=O)CCC(=O)N3CCN(c4ccc(F)cc4)CC3)ccc21
→ -6	2.8	5	0.2	-3	1	-3	1	·	6.1	-7
CN1C(C(=O)Nc2ccccn2)=C(O)c2sccc2S1(=O)=O
→ 1	-0.5	982*!	2.4	14	-4	10	2	-1.3	0.6	-7
O=C1OCCC1Sc1nnc(-c2ccc3c(c2)OCO3)n1-c1ccccc1 (stereo unspecified)
→ -12	0.3	340*	0.8	-8	0	9	-1	0.6	0.4	-15
Clc1ccc2nsnc2c1NC1=NCCN1
→ 3&7	-1.4&0.3	7&-7	3.8&4.2	-7&-12	2&-2	-4&0	2&-1	0.0&0.4	1.9&-0.6	3&0
CN(CC(=O)Nc1cccc(F)c1)C(=O)C1CC(=O)N(CCc2ccccc2)C1 (stereo unspecified)
→ -3	-0.6	-5	5.1	-13	5	-2	0	-2.2	2.4	-2
Cc1ccc(C)c(COC(=O)c2cc(S(=O)(=O)N3CCCCC3)ccc2N2CCOCC2)c1
→ -20	-0.3	-16	-3.1	17	-4	-2	-5	-2.5	0.3	-1
CCOc1ccc(N(CC(=O)NCCCOC)S(C)(=O)=O)cc1
→ 10	1.1	·	-0.1	1	0	3	-1	-0.2	1.1	-7
CC(=O)N1CCN(c2ccc(NCc3cccc(C)c3)cc2)CC1
→ -8	-0.2	-1	1.4	4	1	0	2	-2.6	3.7	-4
Cn1c(=O)[nH]c(=O)c2c1nc(CN1CCN(c3ccc(F)cc3)CC1)n2CCCc1ccccc1
→ -2	-4.2	-4	0.7	-7	2	17	4	1.1	1.3	-8
CCNC(=O)Nc1cc2nc(C)n(Cc3ccc(Br)cc3)c2nc1C
→ 3	-1.3	64	2.9	-9	5	-8	-2	1.7	0.1	-10
CC1CCCCN1Cc1ccc(N)cc1 (stereo unspecified)
→ -1	-0.6	61	5.4	-21	8	-15	1	0.9	2.4	3
CCOc1ccccc1N=C1NC(=O)CS1
→ -3	1.8	-3	4.7	17	-7	-4	-1	-5.3	-0.6	-5
COCCNC(=O)c1ccc(N(C)S(=O)(=O)c2ccc(OC)c(OC)c2)cc1
→ 3	-0.2	20	2.4	-33	2	0	-2	0.8	3.0	1
Cc1c(NC(=S)NC(=O)COc2ccccc2)c(=O)n(-c2ccccc2)n1C
→ 6	-0.6	1	5.3	11	2	-5	1	-0.5	1.0	-12
O=C(Cn1cnc2c(nc3n2CCCCC3)c1=O)Nc1cccc(C(F)(F)F)c1
→ 6	1.8	-8	5.2	26	2	-4	-14	0.9	1.4	0
CCn1ncc(Br)c1C(=O)Nc1ccc(OC(F)(F)F)cc1
→ 2	-1.7	451*	0.8	0	0	-5	-6	-2.2	1.8	-7
CCC(OC(=O)c1nsc(Cl)c1Cl)C(=O)NC(C)(C)CC (stereo unspecified)
→ -7	3.4	-2	1.5	-18	6	-3	-5	-0.3	1.9	-5
COC(=O)CCC(=O)Nc1ccc(S(=O)(=O)N2CCCCCC2)cc1
→ 3	-3.2	3	5.1	-9	3	18	2	-6.3	-0.2	-14
Cc1cc(C)c2[nH]c(=O)c(C(c3nnnn3CC3CCCO3)N3CCC(C)CC3)cc2c1 (stereo unspecified)
→ -9	-1.6	-9	1.2	14	-5	-11	3	-1.3	1.8	6
Cc1ccc(NC(=O)COC(=O)c2ccc(CN3CCCC3=O)cc2)cc1C
→ 2	·	·	0.2	-11	4	-5	2	1.6	·	-2
Cc1ccccc1C(=O)c1cccn1CC(=O)NCc1ccccc1Cl
→ 12	1.4	-1	0.6	-26	9	-4	-9	-0.3	0.8	-2
COc1ccc2c3n([n+]([O-])c2c1)CCN=C3c1ccc(Cl)cc1
→ -6	-1.9	0	1.0	-26	-2	1	1	-0.6	-0.8	-8
CC1CC(C)(C)N(C(=O)NC2CCCCC2)c2ccccc21 (stereo unspecified)
→ 17	2.0	-30	-1.2	-44	-3	-10	1	0.7	2.5	-2
CCN(CC)c1ccc(C(=O)Nn2c(C)nc3ccccc3c2=O)cc1
→ 3	2.0	4	1.4	-1	0	0	0	-0.2	0.9	6

Additional structures follow:
The line under a structure holds: PKA-R2B activ	Ecoli viability	Mot1-301 SUMO	phage Ecoli inh	HTR5A inv ctr	HTR5A ag	Tat transport	DAGLB inhibitor	CDK5 inh	AddAB inh	PKA-R1A act
Cn1ncc(Cl)c1C(=O)Nc1sc2c(c1C(N)=O)CCC2
→ -5	-1.6	42	0.1	1	2	18	2	-9.6	2.3	-11
CSc1ccccc1NC(=O)c1ccccc1N(Cc1ccccc1)S(C)(=O)=O
→ 0	-2.0	14	·	-3	6	-2	-6	-2.5	0.9	1
CCOc1cc(/C=C2/NC(=O)NC2=O)cc([N+](=O)[O-])c1O
→ 12	-0.8	1	7.0	21	-2	1	2	2.6	3.2	-1
Cc1cc(C)nc(NS(=O)(=O)c2cccs2)c1
→ -6	1.7	-6	2.4	-5	3	-3	2	-0.9	2.1	7
Cc1ccc(SCC(=O)NNC(=O)CCS(=O)(=O)c2ccc(C)cc2)cc1
→ -4	-3.6	-14	2.3	0	0	-6	0	-0.9	-1.2	9
Cc1nc2ccc(C(=O)Nc3ccc(N(C)C)cc3)cc2s1
→ 5	-1.1	84	3.9	-20	2	1	1	0.2	7.0	5
CCC(C)[C@H](NC(=O)C1CCN(C(=O)[C@H](Cc2ccccc2)NS(=O)(=O)c2ccc(C)cc2)CC1)C(=O)O (stereo partly specified)
→ 1	-1.0	-4	-0.1	-3	1	-9	-1	-0.6	-1.1	-9
Cc1cc2ccccc2n1CCNC(=O)C(C)Oc1ccccc1 (stereo unspecified)
→ 2	-1.0	1	1.6	-9	3	-4	6	0.5	-2.1	-3
COc1cc(/C=N/n2cc(-c3ccccc3)[nH]c2=S)cc(OC)c1O
→ 0	-0.3	540*	1.8	9	-3	1	2	1.4	2.8	7
Cc1nc(NC(=O)CN(C)S(=O)(=O)c2ccc(Br)cc2)sc1C
→ -15	0.2	69	3.1	-17	0	1	0	-0.9	0.6	-2
Cc1cc(=O)oc2ccc(OC(=O)CN3C(=O)c4cccc([N+](=O)[O-])c4C3=O)cc12
→ -15	1.8	21	3.0	2	-1	7	-3	0.2	3.4	-7

Screening results from PubChem BioAssay.
